NOD1 inhibition = NOD1 signaling inhibitors, primary screen, cell-based, luminescence, uHTS (AID 1578). inhibition, % at 4 µM, or EC50 in µM where a hit was titrated. NOD1-driven NF-kB luciferase reporter cells, luminescence; higher % means a stronger effect. 290,000 tested, 1% active; in the data active = inhibition mostly above about 36%, no sharp cut-off; inactive = mostly below about 34%;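 also: HEK-293T reporter cells stimulated with the NOD1 agonist gamma-tri-DAP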
KOR beta-arrestin-1 = KOR agonists, beta-arrestin recruitment, primary screen, cell-based, luminescence, uHTS (AID 1777). KOR beta-arrestin recruitment, luminescence; higher % means a stronger effect. activation, % at 10 µM, or EC50 in µM where a hit was titrated. 280,000 tested, 0.02% active; in the data active = activation above about 50%, passing the limit was not always enough; also: a part of the inactive calls stands beside numbers as strong as those of hits
TNAP activation fold = human TNAP enzyme activators, primary screen, biochemical, luminescent, no phosphate acceptor, uHTS (AID 1001); 200,000 tested, 0.03% active; activation fold at 20 µM, or EC50 in µM where a hit was titrated; purified TNAP, luminescent activation assay, no phosphate acceptor; higher activation fold means a stronger effect; in the data active = activation fold from about 3, or a potency from the dose series; inactive = the rest, 99 in 100 with activation fold below about 1.6; also: many of its hits are not listed in these tables
HEK293 NOD2/NF-kB = NOD2 signaling inhibitors, cell-based, luminescence, uHTS, HEK293 (AID 1566); inhibition, % at 4 µM, or EC50 in µM where a hit was titrated; 290,000 tested, 0.63% active; HEK293 NOD2/NF-kB luciferase reporter, luminescence; higher % means a stronger effect; also: many of its hits are not listed in these tables
human PMI inhibition = inhibitors of human PMI, primary screen, biochemical, fluorescence intensity, coupled assay (AID 1209); Mannose-6-phosphate isomerase (Homo sapiens); purified PMI enzyme, coupled fluorescence intensity; higher % means a stronger effect; inhibition, % at 20 µM, or IC50 in µM where a hit was titrated; 190,000 tested, 0.42% active;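 also: plate controls were DMSO vehicle for no effect and wells lacking substrate for full effect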
XIAP displacement = XIAP antagonists, biochemical, IAP family, fluorescence polarization (AID 1018); XIAP BIR domain, fluorescence polarization peptide displacement; higher % means a stronger effect; displacement, % at 20 µM, or IC50 in µM where a hit was titrated; 200,000 tested, 0.007% active; in the data active = displacement above about 50%; also: a part of the inactive calls stands beside numbers as strong as those of hits
PMI inhibition = human PMI inhibitors, high substrate, primary screen, biochemical, fluorescence intensity, high mannose 6-phosphate (AID 1220). recombinant PMI enzyme, coupled fluorescence intensity; higher % means a stronger effect. 190,000 tested, 0.66% active. Mannose-6-phosphate isomerase (Homo sapiens). inhibition, % at 20 µM, or IC50 in µM where a hit was titrated
KOR beta-arrestin-2 = KOR antagonists, beta-arrestin recruitment, cell-based, luminescence, uHTS (AID 1778). Kappa-type opioid receptor (Homo sapiens). KOR beta-arrestin recruitment, luminescence, antagonist mode; higher % means a stronger effect. inhibition, % at 10 µM; hits with a dose series show IC50 in µM. 290,000 tested, 0.091% active; also: strong numbers were not always called active
LYP phosphatase = inhibitors of LYP phosphatase, biochemical, fluorescence intensity, uHTS (AID 1779); one-dose inhibition, % at 11.5 µM; IC50 in µM for titrated hits; recombinant LYP phosphatase, fluorescence intensity; higher % means a stronger effect; 290,000 tested, 0.054% active; Tyrosine-protein phosphatase non-receptor type 22 (Homo sapiens);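 also: plate controls were vehicle with enzyme for no effect and no enzyme for full effect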
* = called active by the depositor; nt = no result given; [ ] = remark or other dose. Rule as the data show it, unless noted: active = inhibition above about 50%; inactive = the rest. A portion of the library; rates above refer to the full screens.

SMILES	NOD1 inhibition	KOR beta-arrestin-1	TNAP activation fold	HEK293 NOD2/NF-kB	human PMI inhibition	XIAP displacement	PMI inhibition	KOR beta-arrestin-2	LYP phosphatase
Cc1ccc(NS(=O)(=O)c2ccc3c(c2)NC(=O)CC(=O)N3)cc1C	-21%	0.3%	1.1	4%	-8%	-3.5%	-8%	-5%	-2%
COc1cccc(C2CC(c3ccccc3C)n3nc(N)nc3N2)c1 (stereo not given)	-2%	-4.1%	1.1	16%	7%	2.5%	8%	39%	-2%
CCC1CCCCN1C(=O)NC(=O)c1ccccc1 (stereo not given)	-1%	-4.5%	nt	14%	nt	nt	nt	2%	-7%
C=CCNc1nc(C(=O)OCC(=O)c2ccc(C)c([N+](=O)[O-])c2)cs1	-31%	-4.7%	nt	-3%	nt	nt	nt	3%	-11%
Cc1ccc(C)c(Cn2nnc3c(=O)[nH]c(C4CCCN(C(=O)C5CCCCC5)C4)nc32)c1 (stereo not given)	-15%	-4.2%	1	4%	13%	-6.8%	14%	17%	11%
COC(=O)C1=C(C)NC(=O)CC1c1ccc(F)c(Br)c1 (stereo not given)	-18%	-0.4%	1.1	10%	8%	-4.9%	6%	12%	-2%
CCC1(CC)Cc2ccccc2-c2nc(NCCO)[nH]c(=O)c21	-32%	2.3%	1	-1%	8%	-4.6%	-3%	-8%	-6%
c1coc(CNc2c3c(nc4ccccc24)CCC3)c1	-3%	1.7%	1.1	14%	1%	-2.2%	0%	2%	6%
Cc1ccc(S(=O)(=O)N2CCCCC2)cc1NC(=O)Cn1c(=O)cnc2ccccc21	0%	-0.3%	1.1	25%	-2%	-4.6%	-1%	10%[20 µM]	-12%
COC(=O)CC1C(=O)NCCN1C(=O)c1ccc(Cl)cc1 (stereo not given)	-14%	4.4%	nt	4%	nt	nt	nt	-8%	0%
COc1ccccc1OCC(=O)NCC1CCCN(C(=O)c2ccccc2SC)C1 (stereo not given)	-9%	-1.4%	nt	15%	nt	nt	nt	-18%	-12%
CC(C)(C)C(=O)Nc1cccc(-c2cc(-c3c(Cl)cccc3Cl)no2)c1	24%	1.6%	nt	-1%	nt	nt	nt	0%	-2%
CC(=O)c1ccc(N2CCN(c3ccc(S(=O)(=O)N4CCN(C)CC4)cn3)CC2)cc1	-26%	2.6%	1	0%	-6%	-2.1%	-5%	-12%	-2%
O=C(CSc1cc(Cl)ccc1Cl)NCC1CCCO1 (stereo not given)	-8%	-3.4%	1.1	21%	5%	-3.4%	5%	-14%	1%
Cc1cc(NC(=S)N(CCCN2CCN(C)CC2)Cc2ccco2)ccc1Cl	13%	-1.2%	1	-3%	4%	-8.7%	7%	-15%	-3%
Cc1nn(C)c(Cl)c1CN1CCC(CO)(CC2CCCCO2)CC1 (stereo not given)	-30%	nt	1.1	2%	nt	-3.2%	nt	-36%[20 µM]	-7%
COc1ccc(OC)c(-n2c(C)cc(/C=C3\C(=N)N4N=C(CC(=O)N5CCOCC5)SC4=NC3=O)c2C)c1	-23%	-0.2%	nt	16%	nt	nt	nt	8%	2%
CCOC(=O)C1(Cc2ccccc2)CCN(Cc2ccc(COC)o2)CC1	-22%	-3.2%	1.1	2%	-2%	1.3%	-7%	-38%	-2%
CCOc1ccc(Cl)cc1S(=O)(=O)N1CCC(C(=O)NCc2ccccn2)CC1	-7%	6.1%	nt	-5%	nt	nt	nt	-26%	-14%
NS(=O)(=O)OCCCc1ccccc1	-24%	-3.5%	nt	-20%	nt	nt	nt	-1%[20 µM]	-14%
N#CC(Cc1ccccc1)(Cc1ccccc1)C(=O)NN	-23%	-0.1%	nt	11%	nt	nt	nt	-3%	-5%
O=C(C1CCCN(Cc2cccc(Cl)c2)C1)N1CCCCC1 (stereo not given)	10%	-3.0%	nt	-32%	nt	nt	nt	32%	-10%
Nc1nc(NC(=O)c2ccccc2Cl)nn1-c1ccccc1	-2%	-1.9%	nt	6%	nt	nt	nt	7%	-10%
O=C(CN(Cc1ccccc1)S(=O)(=O)c1ccc2c(c1)OCCO2)N/N=C/c1ccc(F)cc1	51%	-0.3%	0.9	14%	4%	-6.4%	9%	14%	-2%
CC1=NN(c2nc(-c3ccc(C)cc3)cs2)C(=O)C1N=Nc1ccccc1O (stereo not given)	12%	nt	0.8	39%	-1%	-15%	-12%	-31%	-1%
COc1ccc(-n2c(SCC(=O)NCC3CCCO3)nc3ccccc32)cc1 (stereo not given)	8%	-0.3%	1.1	11%	6%	-10%	-1%	10%	-4%
COc1cccc(/C=C2/SC(=O)N(C)C2=O)c1OCc1ccc(C(=O)O)cc1	29%	nt	1.1	-14%	21%	-10%	17%	-7%[20 µM]	-6%
CCC(C(=O)O)n1nnc(-c2ccc(OCc3ccccc3)c(OC)c2)n1 (stereo not given)	-14%	0.0%	nt	9%	nt	nt	nt	14%	-6%
CCOC(=O)c1oc2ccccc2c1CSc1nnc(-c2ccco2)o1	-4%	5.8%	1.1	-13%	7%	-5.2%	8%	-15%	-3%
COc1ccc(C)cc1NC(=O)Nc1cnccn1	-16%	-10%	1.1	-5%	5%	-2.8%	0%	-23%[20 µM]	0%
CCOC(=O)C1CCN(C(=O)Cn2cccc2C(=O)c2ccccc2)CC1	-13%	-6.0%	1.1	5%	-1%	-3.3%	-2%	-3%	-3%
N#CC1=C(N)OC2=C(C(=O)CCC2)C1c1ccsc1 (stereo not given)	-7%	-0.5%	1	5%	6%	-7.2%	-1%	-16%	0%
c1coc(-c2ncc[nH]2)c1	-4%	2.2%	1.1	4%	5%	-7.3%	29%	-29%	-10%
CC1CCN(CCCOc2ccc(Cl)cc2Br)CC1	-33%	-0.5%	1.1	-13%	3%	-2.1%	7%	-13%	0%
Cc1c(NC(=O)NC(=O)c2ccc(F)cc2)c(=O)n(-c2ccccc2)n1C	0%	0.4%	1.1	10%	11%	-3.7%	7%	6%	-12%
CCOc1ccc(C(=O)Nc2cc3c(cc2N2CCCC2)n(CC)c(=O)n3CC)cc1OCC	-10%	3.9%	nt	11%	nt	nt	nt	-46%	-3%
O=C(Cc1ccc(F)cc1)N1CCC(N2CCC(C(=O)N3CCOCC3)CC2)CC1	-36%	nt	1.1	-11%	9%	-4.0%	4%	8%[20 µM]	-8%
Cc1csc(NC(=O)CSc2ncn(-c3ccccc3)n2)n1	-50%	4.2%	1.1	5%	2%	-0.1%	2%	-6%	-2%
Cc1ccc2nc3c(c(C(=O)O)c2c1)CCC3	10%	2.2%	1.2	10%	-10%	3.2%	-2%	-2%	-9%
COc1cc2c(cc1OC)CN(CC(=O)Nc1ccc3c(c1)OC(F)(F)O3)CC2	-7%	-3.2%	1.1	16%	8%	-0.3%	5%	11%	-4%

Looked up above.
`CCOC(=O)c1oc2ccccc2c1CSc1nnc(-c2ccco2)o1` @ PMI inhibition = 8%
`c1coc(-c2ncc[nH]2)c1` @ TNAP activation fold = 1.1

The main list resumes, starting 4 compounds before the break.
SMILES	NOD1 inhibition	KOR beta-arrestin-1	TNAP activation fold	HEK293 NOD2/NF-kB	human PMI inhibition	XIAP displacement	PMI inhibition	KOR beta-arrestin-2	LYP phosphatase
O=C(Cc1ccc(F)cc1)N1CCC(N2CCC(C(=O)N3CCOCC3)CC2)CC1	-36%	nt	1.1	-11%	9%	-4.0%	4%	8%[20 µM]	-8%
Cc1csc(NC(=O)CSc2ncn(-c3ccccc3)n2)n1	-50%	4.2%	1.1	5%	2%	-0.1%	2%	-6%	-2%
Cc1ccc2nc3c(c(C(=O)O)c2c1)CCC3	10%	2.2%	1.2	10%	-10%	3.2%	-2%	-2%	-9%
COc1cc2c(cc1OC)CN(CC(=O)Nc1ccc3c(c1)OC(F)(F)O3)CC2	-7%	-3.2%	1.1	16%	8%	-0.3%	5%	11%	-4%
CCCNC(=O)C1CC(=O)N(c2ccc(OCC(=O)Nc3cc(C)cc(C)c3)cc2)C1 (stereo not given)	-2%	0.9%	1.1	2%	10%	-4.0%	12%	-19%	-2%
CCN1CCN(C(=O)C2CCN(C(=O)c3cc4sccc4n3CC)CC2)CC1	0%	-3.1%	1.1	7%	5%	-6.6%	3%	-23%	-7%
COc1ccccc1Nc1nc(N)nc(CN2CCCCCC2)n1	nt	-2.1%	1.1	2%	-3%	-7.6%	-10%	24%	2%
CCOC(=O)c1c(C)[nH]c(C(=O)NCCN2CCOCC2)c1C	-6%	-5.2%	nt	4%	nt	nt	nt	-4%	-11%
C/C(=N/NC(=O)c1nnn(-c2nonc2N)c1COc1ccccc1)c1ccc(O)cc1	7%	0.2%	nt	3%	nt	nt	nt	-41%	-5%
O=C(NCc1nc2ccccc2[nH]1)C1=C[C@H](c2ccccc2)C[C@H](OCc2ccc(CO)cc2)O1	-11%	5.0%	1.2	20%	8%	-6.7%	11%	-18%	1%
CN1C(C(=O)NCc2cccc(Br)c2)CC2Cn3c(nc4ccccc43)C21 (stereo not given)	-4%	-0.6%	nt	0%	nt	nt	nt	34%	-7%
COc1cc(C2CC(=O)n3c(nc4ccccc43)S2)cc(OC)c1OC (stereo not given)	-2%	-0.2%	1	9%	2%	-3.7%	27%	-14%	2%
CCCN1CCN(C(=O)Cn2cnc3ccc(S(=O)(=O)N4CCC(C)CC4)cc3c2=O)CC1	-10%	2.1%	1	16%	2%	-8.0%	-1%	25%	-8%
COCCCn1c(O)c(/C=C2\N=C(C#N)C(=Nc3ccc(C)cc3)O2)sc1=S	-4%	1.0%	nt	12%	nt	nt	nt	18%	-3%
CN1C(=O)c2cccc3c(S(=O)(=O)N4CCCC4C(=O)O)ccc1c23 (stereo not given)	-24%	-1.1%	nt	-1%	nt	nt	nt	-40%	-6%
O=C(O)c1cc(S(=O)(=O)N2CCOCC2)ccc1N1CCCCC1	-31%	-1.9%	1.1	11%	-18%	-4.9%	-11%	27%	-6%
CC(C)NC(=O)COC(=O)c1ccccc1Oc1ccccc1	-6%	2.9%	1.1	-8%	0%	1.8%	-2%	-12%	-4%
COc1ccccc1N1CCN(S(=O)(=O)c2cc3c(cc2C)NC(=O)CO3)CC1	8%	-5.5%	nt	12%	nt	nt	nt	15%[20 µM]	-11%
O=C(CN1C(=O)NC2(CCCC2)C1=O)OCCOc1ccccc1	-20%	-5.0%	nt	2%	nt	nt	nt	-7%	-9%
CC(C)(C)C(=O)Nc1nc2cc3c(cc2s1)OCO3	-4%	0.9%	nt	-68%	nt	nt	nt	25%	-7%
Cc1ccc(F)c(N=Cc2c(O)c3ccccc3oc2=O)c1	9%	6.5%	nt	-2%	nt	nt	nt	-32%[20 µM]	-11%
CC(C)c1ccccc1OCCNC(=O)c1cncc(Br)c1	-30%	-1.6%	1.1	4%	6%	-3.9%	0%	8%	-4%
O=C(c1ccccc1)c1cc(-c2ccccc2)on1	-42%	0.2%	1.1	-71%	10%	-6.4%	2%	9%	-3%
COc1ccc(C)cc1Nc1n[n+](C)c(-c2ccc(C(=O)O)cc2)s1	-2%	-0.2%	nt	-13%	nt	nt	nt	15%	-4%
CCC(C)(C)NC(=O)CN(C(=O)CNS(=O)(=O)c1ccccc1)c1ccc2c(c1)OCCO2	14%	-1.9%	nt	11%	nt	nt	nt	-22%	-6%
Cc1ccc(C(=O)CSc2ncnc3ccccc23)o1	-23%	-2.9%	1.1	-55%	6%	-4.9%	0%	1%	-3%

Source: PubChem (Sanford-Burnham Center for Chemical Genomics)
